MCL1-BIM inh: MCL1-BIM-BH3 interaction inhibition (human); Q07820; inhibition, % at 10.9 µM; AID 2057; hit rate 0.68% among 320,000; GST-MCL1 / FITC-Bim-BH3 fluorescence polarization;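 active means inhibition above the mean inhibition of all tested compounds plus 3 SD, set per campaign, cut at about 40% in these data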;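 further: 0% = DMSO wells and 100% = unlabeled Bim-BH3 peptide control; higher means more loss of mP so more displacement of Bim peptide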
Target sequence (Q07820 whole entry, looked up): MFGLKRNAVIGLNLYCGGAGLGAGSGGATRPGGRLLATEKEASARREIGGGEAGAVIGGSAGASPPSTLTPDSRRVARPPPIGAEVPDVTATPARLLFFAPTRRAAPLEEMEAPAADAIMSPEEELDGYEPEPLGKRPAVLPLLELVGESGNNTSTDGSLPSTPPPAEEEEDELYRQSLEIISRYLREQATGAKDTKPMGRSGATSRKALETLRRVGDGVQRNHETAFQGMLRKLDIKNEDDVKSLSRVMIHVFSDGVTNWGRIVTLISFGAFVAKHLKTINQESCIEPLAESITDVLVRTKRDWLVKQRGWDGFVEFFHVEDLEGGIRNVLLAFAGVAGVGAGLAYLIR
GLD-1 TGE inh: GLD-1-TGE RNA interaction inhibition (C. elegans). hit rate 0.44% among 320,000. Q17339. purified GLD-1 + fluorescein TGE RNA, fluorescence polarization. inhibition, % at 5.96 µM;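 active means percent inhibition above a per-plate cutoff, the plate mean of test compounds plus 3 SD, cut at about 30% in these data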;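 further: 0% = DMSO wells with GLD-1 and probe and 100% = wells lacking GLD-1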
BCLXL inh: Bcl-xL (human) inhibition; Q07817; GST-Bcl-xL / FITC-Bim BH3 peptide fluorescence polarization; inhibition, % at 10.9 µM; hit rate 0.7% among 320,000; AID 2129;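 active means inhibition above the mean of all tested compounds plus 3 SD, cutoff set per campaign, cut at about 30% in these data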;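 further: 0% = DMSO wells and 100% = unlabeled Bim-BH3 peptide competitor; inhibitors lower millipolarization by displacing the labeled peptide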
Target sequence (Q07817 whole entry, looked up): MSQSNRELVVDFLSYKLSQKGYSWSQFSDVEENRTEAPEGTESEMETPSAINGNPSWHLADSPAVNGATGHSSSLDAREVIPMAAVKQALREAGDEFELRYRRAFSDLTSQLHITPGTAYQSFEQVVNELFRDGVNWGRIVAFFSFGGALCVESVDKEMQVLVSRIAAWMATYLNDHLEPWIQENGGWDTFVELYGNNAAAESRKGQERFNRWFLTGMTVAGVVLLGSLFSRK
Fam108B inh: Fam108B inhibition, counter-screen for RBBP9 inhibitors; AID 1947; recombinant Fam108B, FP-Rh probe fluorescence polarization; hit rate 0.33% among 300,000; inhibition, % at 9.51 µM;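 active means inhibition above the screen mean inhibition plus 3 SD, computed separately per campaign, cut at about 18% in these data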;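 further: inhibitors lower polarization as less probe binds the enzyme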
ZTA counter: counter-screen for EBNA-1 inhibitors: inhibitors of Epstein-Barr virus ZTA | ZTA-DNA binding, fluorescence polarization | P03206 | hit rate 0.15% among 320,000 | AID 2234 | inhibition, % at 11 µM; in the data active means inhibition above about 33%
Target sequence (P03206 whole entry, looked up): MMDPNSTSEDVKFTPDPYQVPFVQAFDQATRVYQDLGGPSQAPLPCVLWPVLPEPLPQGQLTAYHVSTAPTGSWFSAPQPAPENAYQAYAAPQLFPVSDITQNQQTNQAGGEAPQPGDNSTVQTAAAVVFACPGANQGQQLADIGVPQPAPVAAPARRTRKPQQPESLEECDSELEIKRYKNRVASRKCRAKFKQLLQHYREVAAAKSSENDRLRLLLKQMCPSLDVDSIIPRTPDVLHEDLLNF
Yeast superoxide: caloric restriction mimetics inhibiting age-related superoxide in yeast; S. cerevisiae aged cells, superoxide DHE fluorescence; active compounds read low; superoxide response (% of plate mean), % at 10 µM; hit rate 0.18% among 330,000;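 active means superoxide response under a set limit, about three screen SD below normal, cut at about 65% in these data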;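 further: yeast aged for seven days with compound at 30 °C before DHE staining; 100% = average MFI of all compound-treated wells on the plate with controls excluded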
Efflux pump inh: inhibitors of Candida antifungal efflux pumps expressed in yeast. S. cerevisiae Candida pump triplex, Nile Red efflux. inhibition, % at 10 µM. hit rate 0.44% among 330,000. AID 485275;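 active means plate passing quality check with inhibition over a set limit, or well fluorescence over plate mean plus 4 SD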;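 further: Nile Red retained in pooled yeast measured as flow cytometry median fluorescence; 0% = buffer negative control and 100% = Enniatin B positive control; higher means more Nile Red kept so more efflux inhibition; some compounds called inactive have numbers as strong as hits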
MEX-5 binding: C. elegans MEX-5 TCR-2 RNA binding activity. activity score (negative = inhibition of binding), % at 10 µM. MEX-5/FITC-TCR2 RNA binding, fluorescence polarization; active compounds read low. Q9XUB2. hit rate 0.38% among 300,000;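 active means inhibition past about -25% in most replicates, and total fluorescence under double the plate's negative control median, limit read from the data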;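 further: 0% = DMSO and -100% = 5 µM competing unlabeled TCR2 RNA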
EBNA-1 inh: blocks EBNA-1 binding to DNA; AID 1950; EBNA-1 DNA binding, fluorescence polarization; hit rate 0.34% among 300,000; inhibition, % at 14.8 µM; in the data active means inhibition above about 28%
An asterisk follows results filed as active; . = not tested or not shown. No enrichment for hits; 2.3% or so of the library scored in one or more.

Below each compound – Fam108B inh	GLD-1 TGE inh	Efflux pump inh	MCL1-BIM inh	Yeast superoxide	ZTA counter	MEX-5 binding	EBNA-1 inh	BCLXL inh
Cc1ccccc1N(Cc1cc(=O)[nH]c2ccccc12)C(=O)CCl
→ -0.5	0.4	0.5	14.2	114.4	-13.2	2.1	-12.8	7.2
Cc1ccccc1Cn1c(CN2CCN(C(=O)c3ccco3)CC2)nc2c1c(=O)n(C)c(=O)n2C
→ -2.5	2.8	-0.1	3.7	90.4	5.1	3.2	10.6	6.1
CCC(=O)N(NC1=NS(=O)(=O)c2ccccc21)S(=O)(=O)c1ccc(C)cc1
→ -1.3	2.7	0.0	-3.4	135.3	-15.1	1.5	-5.5	6.4
Cc1cccc(Nc2nc(N)c([N+](=O)[O-])c(N3CC(C)OC(C)C3)n2)c1 (configuration not stated)
→ -4.5	-4.5	0.1	6.3	95.3	0.8	-2.0	5.1	0.5
O=C(CSc1nc(-c2ccccc2)c(-c2ccccc2)[nH]1)NCCN1C(=O)CSC1=O
→ -2.8	1.6	0.2	-2.1	135.6	7.1	-0.6	-16.7	4.3
CCc1nc2ccccc2n1CCC(C)C
→ 1.0	-2.4	0.0	6.4	109.1	-1.9	1.1	-0.3	4.9
COc1ccc(Nc2nc(N)nc(CSC(=S)N3CCOCC3)n2)cc1
→ -1.7	4.5	-0.1	4.0	90.6	-10.3	0.5	4.5	0.6
OCC1(CCOc2ccccc2)CCN(Cc2ccccc2C(F)(F)F)CC1
→ 0.6	0.3	0.0	0.9	82.4	4.5	-0.4	-4.1	3.2
CCNC(=S)NS(=O)(=O)c1ccc(CC)cc1
→ -0.1	-2.2	0.0	8.0	79.2	-10.7	2.0	-5.4	10.1
COC(=O)c1ccc(NC(=S)NCC2CC2)cc1
→ -3.8	6.1	0.3	14.8	107.6	-8.6	0.4	-4.0	3.9
c1ccc(N2CCN(c3nc4ccccc4n4nnnc34)CC2)cc1
→ 8.5	12.0	0.1	58.5*	103.3	4.2	5.1	1.6	50.8*
Cc1ccc(NC(=O)C2C3C=CC4(CN(Cc5cccnc5)C(=O)C24)O3)cc1 (configuration not stated)
→ -2.1	-9.5	-0.3	-1.3	103.1	-11.9	1.0	-7.1	0.5
Cc1cc(Nc2nc3c(c(=O)n(C)c(=O)n3C)n2C)n(-c2ccc(Cl)cc2)n1
→ -4.1	1.9	0.2	1.2	95.5	-5.0	1.0	-13.7	2.8
COc1ccc(CCN2CC(C(=O)N(C)Cc3ccc(C)o3)CCC2=O)cc1 (configuration not stated)
→ 5.6	3.9	0.0	4.5	87.1	-5.5	-2.3	-12.4	4.6
CCOC(=O)C1CCN(C(=O)c2ccc(S(=O)(=O)Nc3ccccc3OC)cc2)CC1
→ .	0.7	-0.1	9.7	90.1	-6.1	.	.	-0.1
CNc1nc(-c2ccccc2)nnc1C(F)(F)F
→ -1.6	8.2	0.0	0.4	96.5	5.0	0.4	11.3	4.6
O=C(NNS(=O)(=O)c1ccccc1)C1CCN(S(=O)(=O)c2ccc(Cl)cc2)CC1
→ -1.9	4.6	0.0	0.6	99.8	15.8	-0.6	2.0	0.0
O=C(CNc1cc(S(=O)(=O)N2CCCC2)ccc1OCC(F)(F)F)Nc1cccc(C(F)(F)F)c1
→ -6.0	7.4	0.0	-5.8	92.5	-0.4	1.5	-4.7	0.9
CN(C(=O)COC(=O)c1ccccc1SCC(=O)N1CCCC1)C1(C#N)CCCCC1
→ .	-1.4	-0.2	-3.9	98.1	-14.5	.	.	-1.5
Cc1ccc(CNC(=O)c2ccc(N3CCC4(CC3)CC(c3cccc(Br)c3)=NO4)c(NC(=O)c3c(Cl)cccc3Cl)c2)cc1
→ -13.3	-14.2	0.0	-13.9	98.3	1.3	.	19.6	-3.0
CCOC(=O)CNc1c(-c2ccc(F)cc2)nc2cnccn12
→ 0.9	15.4	-0.4	24.0	105.8	-7.1	-11.6	1.5	32.8*
O=C(COc1ccccc1)Nc1cc(Cl)ccc1Cl
→ 0.5	3.0	0.2	0.1	95.6	-2.7	0.8	-5.0	-4.6
Cc1ccc(Nc2nnc(SCC(=O)NC3CC3)s2)cc1
→ .	2.0	-0.1	-5.0	106.8	11.1	.	.	-5.2
CCOC(=O)c1c(N)sc2c(O)c(Br)ccc12
→ -0.7	10.6	0.0	25.5	130.6	8.9	-0.9	6.4	18.0
O=C1c2cccc3c([N+](=O)[O-])ccc(c23)C(=O)N1c1nccs1
→ 6.3	25.0	1.2*	28.1	112.7	-1.2	-1.4	6.8	31.4*
Cc1ccc(C(=O)C(C)Oc2ccc3ccc(=O)oc3c2)cc1 (configuration not stated)
→ 2.8	5.7	0.1	-1.9	112.2	-12.5	0.5	1.2	0.2
CC(=O)Nc1ccc(C(=O)N2CCCc3ccccc32)cc1
→ -3.9	9.5	-0.1	7.2	98.5	4.8	0.5	-4.3	2.2
Cc1ccc(S(=O)(=O)c2nnn3c2nc(N2CCCCC2)c2ccccc23)cc1
→ 2.6	2.2	-0.3	-4.6	105.4	0.6	1.8	0.0	3.8
O=C(CN1CCN(C(=O)c2ccccc2F)CC1)Nc1ccc(Br)cc1
→ -9.5	-2.7	0.2	-5.5	104.8	-13.3	3.5	-5.3	-1.0
CCOc1ccccc1N(CC(=O)Nc1c(C)n(C)n(-c2ccccc2)c1=O)S(=O)(=O)c1ccccc1
→ 1.6	-2.5	0.0	7.1	120.9	-18.9	-1.5	1.6	6.6
Cc1cccc(-n2ncc3c(NCCc4ccc(S(N)(=O)=O)cc4)ncnc32)c1
→ -3.5	-0.6	-0.2	-0.7	102.7	9.4	0.8	-1.2	3.6
COc1cc(C(=O)NCc2nnc(SCC(=O)Nc3nc4ccc(C)cc4s3)o2)cc(OC)c1OC
→ -1.6	6.9	0.0	14.9	99.5	-0.1	-4.0	4.8	13.9
O=C(CCC(=O)c1ccc(F)cc1)Nc1cccc(S(=O)(=O)Nc2cccc(Cl)c2)c1
→ -6.4	-2.1	0.0	9.4	80.1	5.4	0.3	9.0	-0.2
Cc1ccc([N+](=O)[O-])cc1S(=O)(=O)N(C(=O)c1ccncc1)c1ccc2oc3c(c2c1)CCCC3
→ 0.7	2.3	0.1	1.0	102.8	-6.3	1.4	-3.3	0.6
COC(=O)c1sccc1NC(=O)Nc1cccc([N+](=O)[O-])c1
→ 2.2	-3.1	0.1	5.3	106.7	7.2	-1.4	11.5	1.9
C/C=C/c1ccc(OCC(O)CN2CCCCCCC2)c(OC)c1 (configuration not stated)
→ -1.9	5.0	0.0	-0.3	98.7	-15.9	0.8	-5.8	2.9
CC(=O)Oc1ccc(/C=C2\N=C(C3CCCCC3)OC2=O)cc1
→ 1.0	-1.6	0.3	-4.6	119.0	7.0	-0.1	-7.8	1.3
CCN1CCc2nc3ccccc3c(C(=O)Nc3ccc(C#N)cc3)c2C1
→ -0.5	6.8	0.2	-13.3	107.5	-13.4	-3.2	-14.9	-7.1
Cc1csc(=O)n1CCC(=O)OCC(=O)Nc1ccc(Cl)cn1
→ 2.5	6.5	-0.2	-0.4	100.2	-13.7	-3.1	5.7	0.6
O=C(Oc1cccc(Cl)c1)N1CCOCC1
→ 0.7	7.1	0.0	-1.7	87.8	8.4	-1.0	3.5	3.6
CCOC(=O)Cc1csc(NC(=S)NC(=O)c2cc(OC)c(OC)c(OC)c2)n1
→ -0.7	-5.5	0.0	1.9	105.8	6.0	3.6	3.9	10.2
CCCOc1ccc(Br)cc1CSC(=N)N
→ 6.0	5.4	0.1	2.4	101.4	-2.2	-0.3	-4.1	5.0
CCOc1ccc(C(C)=O)cc1COC(=O)c1cc([N+](=O)[O-])ccc1N1CCOCC1
→ -2.9	-1.4	-0.1	3.7	114.3	-17.5	1.8	-20.4	-3.7
O=C(CSc1nc(O)c(C2CCCCC2)c(=O)[nH]1)NCC1CCCO1 (configuration not stated)
→ 1.4	7.0	0.0	6.8	84.9	10.5	-2.8	5.4	6.5
Cc1cccc(N(CC(=O)NCc2ccc(F)cc2)C(=O)c2csnn2)c1C
→ 0.7	3.2	-0.3	-8.4	131.3	17.0	0.3	11.6	-1.4
CCOc1ccc(C(=O)NCC2CCCO2)cc1 (configuration not stated)
→ 4.2	-3.6	-0.1	-2.8	100.9	-2.8	.	-1.4	-3.1
COc1cccc(/C=N/NC(=O)CNC(=O)c2ccc(S(=O)(=O)N3CCCC3)cc2)c1OC
→ -3.6	2.8	-0.1	2.5	83.3	10.7	-0.3	4.9	1.9
CCn1c(=NC(=O)CS(=O)(=O)c2ccc(C)cc2)sc2cccc(OC)c21
→ 5.1	8.8	-0.3	1.7	97.8	-1.6	-0.5	-4.3	4.2
CC(=O)Nc1cccc(NC(=O)Nc2ccc(F)cc2F)c1
→ -22.6	-4.7	0.3	4.2	95.0	0.7	-0.1	-2.0	12.1
Cc1nnc(NC(=O)CSc2nnc(CCc3nc4ccccc4[nH]3)n2C)s1
→ 2.1	10.6	0.5	-5.0	118.1	2.8	0.2	-2.8	-3.5
O=C1CCC(C(=O)N2CCSCC2)CN1CCc1ccccc1 (configuration not stated)
→ -1.5	-3.2	0.0	-8.9	93.5	-4.4	-2.3	-12.3	3.9
CCNC(=O)CC1C(=O)N(c2ccc(OC)cc2)C(=O)N1Cc1ccc(OC)cc1 (configuration not stated)
→ -3.0	0.3	0.1	-3.1	131.0	3.9	-1.8	-3.4	-2.5
CC1(C)C2CCC1(C)C(Nc1ccccc1)C2 (configuration not stated)
→ 1.1	1.4	-0.2	-4.1	90.6	0.8	-0.5	-1.1	-0.9
O=C(c1ccco1)c1coc2c1cc(O)c1ccccc12
→ 7.2	14.6	0.0	18.3	119.7	6.3	-2.1	-3.6	22.9
CC1C(=O)N2CCCc3cc(NC(=O)C4CC4)cc1c32 (configuration not stated)
→ 1.5	-6.0	0.1	6.7	94.5	-8.2	-2.5	-26.3	0.6
CCOC(=O)NNC(=O)NCCCCCCNC(=O)NNC(=O)OCC
→ -3.6	1.1	0.0	1.7	105.6	-4.1	-0.1	2.7	-0.5
CCOc1ccc(C2CC(=O)NC2=O)cc1 (configuration not stated)
→ -2.0	1.2	0.0	0.8	90.4	-6.9	2.5	-9.4	9.6
O=C(CCSc1nc(-c2ccc3c(c2)OCO3)cc(C(F)(F)F)n1)NCc1ccco1
→ -3.7	5.1	-0.2	5.0	101.2	7.6	0.3	5.8	2.2
COCCN(Cc1ccccc1)C(=O)c1cccc(S(=O)(=O)N2CCN(c3ccc(F)cc3)CC2)c1
→ 4.3	-3.3	-0.2	1.3	85.3	19.7	2.7	6.1	3.7
CC(C)N1C(=O)S/C(=C/c2ccccc2OCc2ccc(C(=O)O)cc2)C1=O
→ -4.6	8.3	-0.3	8.9	86.5	15.7	-0.4	2.8	7.4
Cc1ccc(S(=O)(=O)NCCC(=O)NNC(=O)COc2ccccc2Cl)cc1C
→ .	2.4	0.4	-1.2	134.1	-3.3	.	.	-2.6
COc1cccc(/C=C/C(=O)NCc2cn3cc(Cl)ccc3n2)c1
→ 0.2	2.0	0.1	2.5	95.4	5.8	2.0	-7.0	10.0
CCN1C(=O)C(CC(=O)NC2CCCCC2)N(CC)C1=O (configuration not stated)
→ 0.7	5.0	-0.2	0.2	94.2	-4.1	-2.9	6.1	4.2
